# Source: PubChem (several laboratories)
# Rv3671c protease: Rv3671c serine protease inhibitors, primary screen, biochemical, fluorescence polarization, M. tuberculosis H37Rv; P9WHR9; AID 2606, 2010; inhibition, % at 5.96 µM; 320,000 compounds, 0.048% hits; in the data active = inhibition above about 38%;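 also: extracellular domain of Rv3671c used as enzyme; 0% = enzyme with DMSO and 100% = no enzyme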
# Target sequence (P9WHR9 whole entry, looked up, the tested form may be a part): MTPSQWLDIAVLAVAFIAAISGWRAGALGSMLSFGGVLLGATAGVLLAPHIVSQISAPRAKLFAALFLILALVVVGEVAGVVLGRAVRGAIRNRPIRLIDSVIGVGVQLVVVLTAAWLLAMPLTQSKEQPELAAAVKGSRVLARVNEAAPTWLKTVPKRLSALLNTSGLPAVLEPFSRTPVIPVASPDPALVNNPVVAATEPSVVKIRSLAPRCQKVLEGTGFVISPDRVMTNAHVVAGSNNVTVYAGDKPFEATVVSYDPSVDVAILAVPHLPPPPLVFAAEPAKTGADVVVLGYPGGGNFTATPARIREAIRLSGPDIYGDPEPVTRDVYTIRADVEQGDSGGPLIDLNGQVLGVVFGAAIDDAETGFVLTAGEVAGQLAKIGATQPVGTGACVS
# BoNT F protease: BoNT/F light chain protease inhibitors, primary screen, biochemical, flow cytometry, MLPCN library | Botulinum neurotoxin type F light chain protease (Clostridium botulinum) | Multiplex microsphere protease cleavage assay | inhibition, % at 10 µM | 360,000 compounds, 0.22% hits; in the data active = inhibition above about 35%, passing the limit was not always enough; inconclusive = no clear call, values can overlap the other calls; also: plate controls were buffer without enzyme for full effect and enzyme alone for no effect
# Mtb UGM inh: M. tuberculosis UGM enzyme inhibitors, primary screen, biochemical, fluorescence polarization, single point | UDP-galactopyranose mutase (Mycobacterium tuberculosis (strain ATCC 25618 / H37Rv)), … | purified UGM, fluorescence polarization probe displacement | inhibition, % at 10 µM | 320,000 compounds, 0.06% hits | AID 504406, 2011; in the data active = inhibition above about 10%, passing the limit was not always enough; inconclusive = no clear call, values can overlap the other calls
# Target sequence (P9WIQ1 whole entry, looked up): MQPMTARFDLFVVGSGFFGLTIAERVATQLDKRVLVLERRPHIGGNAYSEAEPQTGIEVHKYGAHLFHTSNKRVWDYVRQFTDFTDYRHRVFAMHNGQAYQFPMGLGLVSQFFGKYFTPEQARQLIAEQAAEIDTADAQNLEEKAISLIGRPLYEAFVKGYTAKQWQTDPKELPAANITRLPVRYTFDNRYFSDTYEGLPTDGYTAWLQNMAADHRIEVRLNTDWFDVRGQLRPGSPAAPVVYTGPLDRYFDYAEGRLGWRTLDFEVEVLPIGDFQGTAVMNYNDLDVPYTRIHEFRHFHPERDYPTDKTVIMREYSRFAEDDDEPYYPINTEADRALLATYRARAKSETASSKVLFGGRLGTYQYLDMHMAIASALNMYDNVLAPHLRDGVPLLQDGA
# FadD28 binding: inhibitors of FadD28 bisubstrate probe binding, primary screen, biochemical, fluorescence polarization, single point; Mycobacterium tuberculosis FadD28 fatty-acid-AMP ligase; inhibition, % at 12.5 µM; 360,000 compounds, 0.22% hits; AID 588549, 2011; in the data active = inhibition above about 8.5%, passing the limit was not always enough; inconclusive = no clear call, values can overlap the other calls
# MazF activator: activators of E. coli MazEF toxin-antitoxin RNase, primary screen, biochemical, fluorescence, uHTS; Endoribonuclease toxin MazF (Escherichia coli (strain K12)), P0AE70; FAM/BHQ RNA-DNA oligo cleavage fluorescence, 5 h; activation, % at 20 µM; 350,000 compounds, 0.32% hits; AID 504720, 2011; in the data active = activation above about 50%
# Target sequence (P0AE70 whole entry, looked up): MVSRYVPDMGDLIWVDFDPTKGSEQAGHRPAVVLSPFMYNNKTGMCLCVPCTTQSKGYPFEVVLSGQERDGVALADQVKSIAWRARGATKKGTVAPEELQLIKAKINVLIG
# Mtb BioA inh: M. tuberculosis BioA enzyme inhibitors, primary screen, biochemical, plate reader, single point, HTS. 360,000 compounds, 0.096% hits. inhibition, % at 9.99 µM. 7,8-diaminopelargonic acid synthase BioA (Mycobacterium tuberculosis). purified M. tuberculosis BioA enzyme; in the data active = inhibition above about 40%; inconclusive = no clear call, values can overlap the other calls
# PrPC TRFRET: inhibitors of human cell surface prion protein PrPC, primary screen, cell-based, TR-FRET. Major prion protein (Homo sapiens), P04156. TR-FRET read-out. inhibition, % at 13.8 µM. 370,000 compounds, 0.43% hits. AID 720596, 2013; in the data active = inhibition above about 24%; also: 0% = median of the test wells and 100% = reference compound wells
# FBA Mtb inh: Mtb FBA enzyme inhibitors, primary screen, biochemical, fluorescence, strain H37Rv; Fructose-bisphosphate aldolase (Mycobacterium tuberculosis (strain ATCC 25618 / H37Rv)), …; purified M. tuberculosis FBA, fluorescence read-out; inhibition, % at 1 µM; 360,000 compounds, 2.3% hits; in the data active = inhibition above about 27%;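 also: 0% = vehicle and 100% = reference inhibitor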
# GDH-TPI counter: GDH-TPI coupling enzyme inhibitors, primary screen, artefact control for M. tuberculosis FBA inhibitor project, biochemical, absorbance, full deck | inhibition, % at 4.8 µM | GDH-TPI coupled enzyme counterscreen, NADH absorbance | 360,000 compounds, 1.2% hits | AID 588335, 2011; in the data active = inhibition above about 30%;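 also: 0% = DMSO wells and 100% = wells lacking the enzyme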
# * marks the source's active call; other numbers are inactive results; ? = inconclusive; / = no result given. Rows are unselected; overall some 4.8% were active at least once.
SMILES,Rv3671c protease,BoNT F protease,Mtb UGM inh,FadD28 binding,MazF activator,Mtb BioA inh,PrPC TRFRET,FBA Mtb inh,GDH-TPI counter
COCCOC(=O)C1=C(C)OC(N)=C(C#N)C1c1cc2cccc(C)c2nc1Cl (stereo not given),2,1,1.5,0.0,9,/,2,0,4
CC(C)NC(=O)CC(=O)N/N=C/c1ccc(Br)cc1,5,-2,-1.1,-2.7,3,-1.0,-7,1,11
CCN(CC(=O)NCc1ccco1)S(=O)(=O)c1ccc(F)cc1,-5,9,1.1,-0.1,8,-1.7,5,3,3
Cc1[nH]c2ccc(C(=O)N3CCN(c4ccccc4Cl)CC3)cc2c1C,-1,8,1.4,-2.9,2,-0.3,-2,-2,-9
C/C(=N\NC(=O)c1cccc([N+](=O)[O-])c1)c1ccncc1,5,-8,?,-2.5,2,/,-5,-3,-2
CSc1sc(-c2ccnc(SCC(=O)C(C)(C)C)n2)c2c1C(=O)CC(C)(C)C2,1,/,0.5,0.1,2,/,32*,-3,12
O=C(C1CCN(C2CC(=O)N(c3cccc(Cl)c3)C2=O)CC1)N1CCCC1 (stereo not given),1,13,1.9,-3.8,7,0.7,-7,0,-3
COc1ccc(N=Cc2cc3c(cc2O)OC(N)=C(C#N)C3c2ccccc2)cc1 (stereo not given),-18,2,-3.2,-2.5,-300,/,5,-1,8
OCCN1CCN(c2ncnc3c2ncn3[C@H]2CN(Cc3cccnc3)C[C@@H](CO)O2)CC1,/,1,/,-0.6,/,-2.1,-9,1,3
CC1(C)CCN(Cc2ccccc2)C1CC#N (stereo not given),-7,7,0.1,0.7,-1,-0.9,1,2,10
CCC(=O)Oc1ccc(C/C(=N\O)c2ccc(O)cc2O)o1,26,-8,-0.8,-1.6,16,3.0,3,-1,8
O=C(O)CCC(C(=O)O)n1c(O)c(C2=c3ccccc3=NC2=O)sc1=S (stereo not given),2,-8,0.8,0.5,-1,-1.9,-16,-19,5
CCc1nnc(NC(=O)c2cccc(C(=O)Nc3nnc(CC)s3)n2)s1,-11,-3,1.0,0.1,1,1.3,-2,3,0
Fc1ccccc1/C=N/n1c(COc2ccccc2)n[nH]c1=S,-14,-6,1.6,0.4,9,-0.3,-7,-2,5
CCCS(=O)(=O)NC(=O)C1(C)CCCN(C(=O)/C=C/c2ccccc2)C1 (stereo not given),/,-7,/,-1.8,/,-2.0,4,0,9
Cc1nnc(SCc2ccccn2)n(N)c1=O,6,-8,0.1,-1.7,6,/,6,4,6
CCc1c(C)nc2nc(SCc3ccccc3Cl)[nH]n2c1=O,-6,-7,1.1,1.7,5,-0.8,0,1,-4
O=c1c2ccccc2nc(/C=C/c2ccc([N+](=O)[O-])o2)n1-c1ccc(O)cc1,/,-6,/,-3.4,43,/,-5,-3,6
O=C(N=C1SC2CS(=O)(=O)CC2N1c1cccc(F)c1)C1CC1 (stereo not given),8,-1,2.2,-1.2,6,1.2,8,-2,1
C1CCCCCC(=NNc2nn[nH]n2)CCCCC1,-4,?,2.1,0.1,0,-1.3,-7,-2,14
Cc1c(C(=O)OCC(=O)NCc2ccc3c(c2)OCO3)cccc1[N+](=O)[O-],-13,-5,-6.4,0.8,6,/,4,-1,1
O=C(O)CCc1nc(-c2cccs2)no1,7,-5,0.2,-1.3,1,0.1,4,3,8
N#Cc1cc(-c2ccccc2)nnc1Sc1ccc(Cl)cc1,-2,12,/,-0.7,9,-1.9,-6,2,8
CC1(CO)COC(c2ccccc2)=N1 (stereo not given),11,-2,4.5,0.6,8,0.3,5,2,0
COc1ccc2c(c1)[nH]c1c(=O)n(CC3CCCO3)cnc12 (stereo not given),-12,-2,-1.0,-0.1,-5,-2.6,-4,-1,15
# Next part
SMILES,Rv3671c protease,BoNT F protease,Mtb UGM inh,FadD28 binding,MazF activator,Mtb BioA inh,PrPC TRFRET,FBA Mtb inh,GDH-TPI counter
O=[N+]([O-])c1ccc(CN2C=NS(=O)(=O)c3ccccc32)cc1,1,-4,0.4,-0.2,3,/,-20,0,-4
O=C(NC1CCCC1)C1c2ccccc2C(=O)N1CCCN1CCOCC1 (stereo not given),-1,-11,-1.7,0.4,8,0.4,-4,-1,-8
C=CCNC(=O)c1ccc(NC(=O)C2=CSCCO2)cc1,3,6,-1.2,-3.2,5,21,/,0,11
Cc1c(Cl)cnc(NC(=O)CSc2nncs2)c1Cl,-3,-4,0.3,-1.2,0,35,6,0,5
Cc1ccc(-n2c(SCc3nnc4n3CCC4)nnc2-c2ccccc2)cc1,-2,?,-0.9,-3.2,2,-0.8,8,1,0
CC(C)c1ccc(C(=O)OCC(=O)c2c(N)n(C)c(=O)n(C)c2=O)cc1,-7,5,1.3,-2.6,9,1.8,-2,1,9
Cc1ccc([N+](=O)[O-])cc1,5,0,1.1,0.8,13,-0.7,-4,2,2
COc1ccc(S(=O)(=O)N(CC(=O)N/N=C/c2ccc(C(=O)O)cc2)Cc2ccccc2)cc1OC,-12,12,0.4,-0.9,-5,0.6,5,3,7
COc1ccc(NC(=O)C2CCCN(C(=O)c3ccc(Cl)cc3)C2)cc1Cl (stereo not given),3,1,-0.8,/,-2,1.4,5,-2,7
Cc1ccc(NCC(=O)N/N=C/c2cc(O)ccc2[N+](=O)[O-])cc1,2,2,0.9,-0.5,-1,/,-20,-3,0
COc1cc(N2C(=O)CC(=O)NC2=O)cc(OC)c1OC,-6,18,2.2,0.0,-59,-3.0,-4,2,10
COc1ccc(CCn2c(-c3cc([N+](=O)[O-])cc([N+](=O)[O-])c3)nc3nc4ccccc4nc32)cc1OC,7,3,0.4,-1.1,12,/,-3,2,9
O=c1[nH]c2ccccc2nc1Cc1ccc([N+](=O)[O-])cc1,-2,-8,0.0,-0.8,-7,-0.1,2,4,11
Cc1ccc2c(c1)c1c(n2C)C(C(N)=O)CCC1 (stereo not given),-7,-1,1.8,0.3,9,-0.8,5,1,-6
Cc1ccc(C(=O)NCC(=O)NCc2cc(=O)n(C)c(=O)n2C)cc1C,2,5,0.3,-3.0,-1,-1.8,6,-2,-4
COc1ccc(N(CC(=O)NCCSC(C)(C)C)S(C)(=O)=O)c(OC)c1,-3,-1,0.5,-0.1,6,-0.6,0,2,7
Cc1ccc2c(c1)NC(=O)C(CC(=O)NCCCN1CCN(c3cc(C)ccc3C)CC1)O2 (stereo not given),5,-10,-3.2,-1.7,3,-1.0,-13,0,3
Cc1ccc(S(=O)(=O)c2cc3c(=O)n4cccc(C)c4nc3n(CCc3ccccc3)c2=N)cc1C,/,9,/,-4.1,8,-0.2,-2,-2,-5
Cc1[nH]c2ccccc2c1C(=O)C(=O)NCc1ccco1,9,-2,0.7,-1.3,-2,-2.1,-2,-4,8
O=C(NN=C1CCCCCCCCCCC1)c1cccnc1,-2,-5,0.4,0.0,1,/,5,-2,11
CCOC(=O)C1CCN(C(=O)c2ccccc2NS(=O)(=O)c2ccc(C)cc2)CC1,/,-2,3.9,-2.1,0,0.8,-3,5,6
COc1ccc(COCC(O)CN2CCN(S(=O)(=O)c3c(F)cccc3F)CC2)cc1OC (stereo not given),/,0,/,-2.8,0,0.4,5,-1,6
Cn1c(N2CCN(S(=O)(=O)c3ccc(Cl)cc3)CC2)nc2ccccc21,6,-1,-1.3,-3.4,8,4.8,-2,2,-4
CCCN(CCC)c1nc(Cl)nc(NCc2ccco2)n1,-2,6,-0.2,-6.7,-6,0.8,1,4,3
CC(C)C(OC(=O)c1ccccc1)c1nccc2ccccc12 (stereo not given),-1,-8,-1.8,-3.8,9,2.7,-7,-1,-7
# Next structures.
SMILES,Rv3671c protease,BoNT F protease,Mtb UGM inh,FadD28 binding,MazF activator,Mtb BioA inh,PrPC TRFRET,FBA Mtb inh,GDH-TPI counter
CC(=O)Oc1ccc(N(C(C)=O)S(=O)(=O)c2ccc3ccccc3c2)cc1,2,-1,-1.6,-1.6,2,0.7,4,1,1
CCN(CC)C(=O)Cc1c(OC)ccc2cc(Br)ccc12,-1,-7,-3.1,-0.2,0,-0.9,11,-1,1
COc1ccc(CCn2nnnc2C(C(C)C)N2CCC(C(N)=O)CC2)cc1OC (stereo not given),-8,?,3.3,-3.7,2,-0.3,2,-3,-2
COc1cc2nc(C3CC3)n(NC(=O)c3ccc(F)cc3)c(=O)c2cc1OC,7,-3,1.1,-4.6,1,-1.3,5,0,15
O=C(C1CC1c1ccccc1)N1CCOCC1 (stereo not given),-13,/,-0.7,-1.0,-14,0.2,-6,2,2
C=C(C)Cn1c(C)cc(C)c(S(=O)(=O)c2cccc(C)c2)c1=O,-12,1,0.3,0.8,-11,/,-3,0,10
O=C(Nc1ccc(S(=O)(=O)N2CCOCC2)cc1)C1CCN(S(=O)(=O)c2ccc(Cl)cc2)CC1,/,1,/,-2.8,2,0.1,7,0,5
CCOC(=O)c1c(NC(=O)c2ccn(CC)n2)sc2c1CCCC2,-3,-15,1.2,-2.3,-8,-0.9,4,20,6
COc1ccccc1/C=C/C(=O)Nc1ccc(S(=O)(=O)Nc2cc(C)on2)cc1,-6,-2,2.2,-9.5,2,0.0,0,0,20
O=c1oc2cc(OCc3ccc([N+](=O)[O-])cc3)ccc2c2c1CCCC2,-6,-8,-1.2,-0.1,-3,-1.1,-4,1,-3
COC(=O)c1c(NC(=O)Cc2ccccc2)sc2c1CCN(C(C)C)C2,5,-21,-2.2,0.3,5,8.0,2,1,6
N=c1c2c3c(sc2nc2n1CCC2)CCCC3,0,?,-0.7,0.0,11,1.2,-4,-1,2
COc1nc(=O)n(C2CCCO2)cc1C (stereo not given),/,-10,/,-1.7,-2,/,-1,3,8
CCn1nc(NC(=O)c2ccco2)c2cc3ccc(C)cc3nc21,-3,-8,0.0,-2.5,-7,/,-43,14,-4
COc1ccc(C(=O)/C(C#N)=N/Nc2cccc([N+](=O)[O-])c2)cc1,/,-7,/,?,2,3.2,1,2,9
O=C(CCCCCN1C(=O)c2ccccc2C1=O)Nc1ccc2c(c1)OCCO2,0,?,0.5,-2.5,-6,-0.9,-1,3,-7
COC(=O)c1ccc(NCC(=O)Nc2cc(C)cc(C)c2)cc1,-5,-4,2.1,-1.9,-8,-2.7,2,2,13
COc1cc(S(=O)(=O)Nc2ncn[nH]2)ccc1Cl,8,0,-0.4,/,-4,-0.7,-5,1,-6
COc1ccc(-n2c3c(cc(C(=O)Nc4cccc(C)n4)c2=O)C(=O)CC(C)(C)C3)cc1,8,-6,-1.5,-4.3,19,/,7,-4,-2
Cc1ccc(N(Cc2cc3ccccc3[nH]c2=O)S(C)(=O)=O)cc1,6,-3,-1.0,-2.4,11,/,-2,2,12

# Four entries from above, field by field:
COC(=O)c1c(NC(=O)Cc2ccccc2)sc2c1CCN(C(C)C)C2
  Rv3671c protease = 5; BoNT F protease = -21; Mtb UGM inh = -2.2; FadD28 binding = 0.3; MazF activator = 5; Mtb BioA inh = 8.0; PrPC TRFRET = 2; FBA Mtb inh = 1; GDH-TPI counter = 6

N=c1c2c3c(sc2nc2n1CCC2)CCCC3
  Rv3671c protease = 0; BoNT F protease = ?; Mtb UGM inh = -0.7; FadD28 binding = 0.0; MazF activator = 11; Mtb BioA inh = 1.2; PrPC TRFRET = -4; FBA Mtb inh = -1; GDH-TPI counter = 2

COc1nc(=O)n(C2CCCO2)cc1C (stereo not given)
  Rv3671c protease = /; BoNT F protease = -10; Mtb UGM inh = /; FadD28 binding = -1.7; MazF activator = -2; Mtb BioA inh = /; PrPC TRFRET = -1; FBA Mtb inh = 3; GDH-TPI counter = 8

CCn1nc(NC(=O)c2ccco2)c2cc3ccc(C)cc3nc21
  Rv3671c protease = -3; BoNT F protease = -8; Mtb UGM inh = 0.0; FadD28 binding = -2.5; MazF activator = -7; Mtb BioA inh = /; PrPC TRFRET = -43; FBA Mtb inh = 14; GDH-TPI counter = -4
